# HDAC3 inh = HDAC3 deacetylase inhibitors, primary screen, biochemical, fluorescence, cell-free homogeneous | recombinant HDAC3, fluorogenic peptide/trypsin coupled | inhibition, % at 8.3 µM | hit rate 0.15% among 320,000; in the data active = inhibition above about 26%, passing the limit was not always enough; inconclusive = no clear call, values can overlap the other calls
# KCNQ1 inh = inhibitors of human KCNQ1 channel, primary screen, cell-based, thallium flux, high-throughput | Potassium voltage-gated channel subfamily KQT member 1 (Homo sapiens), P51787 | AID 2642, 2010 | CHO-K1 KCNQ1, FluxOR thallium flux fluorescence; active compounds read high | B-score at 10 µM | hit rate 1.3% among 310,000;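 active = compounds whose thallium flux B-score, printed positive for inhibition, exceeds three library SD while starting fluorescence stays within three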;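 also: channel opened by potassium depolarization with thallium stimulus after 20 min compound exposure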
# GSK3B inh = human GSK3beta kinase inhibitors, primary screen, biochemical, cell-free homogeneous, HTS | activity score (negative = inhibition), % at 10 µM | AID 2097, 2009 | Glycogen synthase kinase-3 beta (Homo sapiens), P49841 | hit rate 0.038% among 300,000 | GST-GSK3beta kinase, ADP-Glo luminescence, 60 min; active compounds read low;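 active = more than half of replicate wells score below -50%, meaning over 50% inhibition versus plate controls; inconclusive = some replicates but at most half score below -50%; inactive = no replicate scores below -50%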;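 also: 0% = median DMSO wells and -100% = median GW8510 positive control wells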
# Target sequence (P49841 whole entry, looked up): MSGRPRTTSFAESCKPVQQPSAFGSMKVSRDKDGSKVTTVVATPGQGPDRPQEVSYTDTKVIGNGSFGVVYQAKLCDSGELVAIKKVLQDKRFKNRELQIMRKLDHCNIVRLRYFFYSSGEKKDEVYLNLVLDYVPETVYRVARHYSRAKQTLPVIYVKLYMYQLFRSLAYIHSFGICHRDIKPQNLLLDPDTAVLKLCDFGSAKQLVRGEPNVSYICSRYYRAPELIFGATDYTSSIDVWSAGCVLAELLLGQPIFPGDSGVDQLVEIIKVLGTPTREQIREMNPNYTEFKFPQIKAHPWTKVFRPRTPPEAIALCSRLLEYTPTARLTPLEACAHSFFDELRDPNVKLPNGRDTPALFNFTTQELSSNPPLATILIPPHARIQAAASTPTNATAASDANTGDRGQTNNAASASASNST
#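 Test system: GST-fused GSK3beta enzyme, cell-free | Quantity: 1.6 ng GST-GSK3beta enzyme per well | Reagent: 25 µM ATP with peptide substrate | Schedule: 60 min enzyme reaction, room temperature | Signal: Luminescent ADP-Glo measurement of ADP formed | Read-out basis: Score relative to plate controls | Control set: DMSO and 20 µM GW8510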
# GSK3 alpha inh = blockers of GSK3A enzyme activity – biochemical, luminescence, cell-free homogeneous, HTS, primary screen | inhibition, % at 10 µM | hit rate 0.1% among 320,000 | GSK-3 alpha kinase, ADP-Glo luminescence, 60 min | AID 2650, 2010 | Glycogen synthase kinase-3 alpha (Homo sapiens), P49840;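 in the data active = inhibition above about 50%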;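 also: GST-tagged GSK-3 alpha with peptide substrate and 25 µM ATP; 0% = DMSO neutral wells and 100% = GW8510 positive control wells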
# Target sequence (P49840 whole entry, looked up): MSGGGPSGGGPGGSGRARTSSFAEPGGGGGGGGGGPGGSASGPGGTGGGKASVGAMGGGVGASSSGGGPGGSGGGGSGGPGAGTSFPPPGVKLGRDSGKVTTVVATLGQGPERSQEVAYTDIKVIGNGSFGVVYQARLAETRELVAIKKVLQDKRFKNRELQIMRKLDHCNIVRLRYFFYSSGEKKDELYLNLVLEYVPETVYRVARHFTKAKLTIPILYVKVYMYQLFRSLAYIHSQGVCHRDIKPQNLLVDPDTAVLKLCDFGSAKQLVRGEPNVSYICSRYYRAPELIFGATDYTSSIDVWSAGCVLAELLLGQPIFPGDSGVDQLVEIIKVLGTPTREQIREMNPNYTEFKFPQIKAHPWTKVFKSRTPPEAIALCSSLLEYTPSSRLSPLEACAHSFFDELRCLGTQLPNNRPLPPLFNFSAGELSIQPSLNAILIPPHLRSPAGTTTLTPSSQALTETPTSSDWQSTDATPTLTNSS
# KCNK3 inh = human KCNK3 channel inhibitors, primary screen, CHO cells, FluxOR thallium flux, B-score. Potassium channel subfamily K member 3 (Homo sapiens), O14649. FluxOR fluorescence; active compounds read low. B-score at 10 µM. hit rate 0.84% among 340,000. AID 602410, 2012;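 active = B-score under library mean minus 4 SD, starting fluorescence ratio at most library mean plus 5 SD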;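 also: more negative B-score means stronger inhibition of thallium flux through KCNK3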
# KCNK9 inh = KCNK9 potassium channel inhibitors, primary screen, HEK293 cells, thallium flux; FluxOR thallium flux fluorescence; active compounds read low; hit rate 1.2% among 310,000; B-score at 10 µM; Potassium channel subfamily K member 9 (Homo sapiens), Q9NPC2;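 active = ratio B-score over 3 SD below the library mean, with starting fluorescence within 5 SD of its mean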;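 also: negative B-score means less thallium flux so channel inhibition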
# DYRK1A inh = rat Dyrk1A kinase inhibitors, primary screen, biochemical, single point, plate reader; Dual specificity tyrosine-phosphorylation-regulated kinase 1A (Rattus norvegicus), Q63470; ADP-Glo luminescence, NFATc1 peptide; inhibition, % at 12.5 µM; hit rate 0.43% among 310,000; AID 504441, 2011; in the data active = inhibition above about 50%;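 also: plate controls were vehicle with enzyme for no effect and no enzyme for full effect; many of its hits are not listed in these tables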
# PolyA inh = polyadenylation inhibitors in yeast reporter cells, primary screen, luminescence, S. cerevisiae. calls only at 12 µM. S. cerevisiae SKY197-pL101 polyadenylation reporter, beta-gal luminescence; efflux-impaired pdr1/pdr3 knockout yeast; score 100 = 6 SD above DMSO. hit rate 0.02% among 300,000. AID 1875, 2009;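 active = lowest replicate activity score at least 50, where 100 means six control SD above control mean; inconclusive = lowest score under 50 but half or more replicates reach 50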;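 also: yeast exposed to compound for 9 h at 30 °C; higher score means more reporter readthrough which indicates perturbed polyadenylation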
# hERG rescue = hERG rescue from dofetilide block, primary screen, cell-based, CHO-hERG, FluxOR thallium flux, dofetilide IC70; Voltage-gated inwardly rectifying potassium channel KCNH2 (Homo sapiens), Q12809; dofetilide IC70 present; activation (rescue from dofetilide block), less the hit threshold, % at 10 µM; hit rate 0.51% among 310,000; AID 1511, 2009;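 active = activation above the mean of controls blocked by dofetilide plus 5 SD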;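 also: thallium influx through hERG after potassium depolarization seen as dye fluorescence rise; in these data hits start at about 4.7%; inactives centre near -7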
# RGS4 act = RGS4 potentiators or activators, primary screen, cell-based, HEK293 M3R inducible RGS4, calcium flux; carbachol calcium flux Fluo4; active compounds read low; B-score at 10 µM; hit rate 0.92% among 310,000; AID 463111, 2010;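 active = B-score of the integrated calcium signal more than 4 SD below the library mean, with starting fluorescence not abnormally high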;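 also: negative B-score means reduced calcium response which marks RGS4 activation or potentiation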
#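 Reagent: ECmax carbachol challenge; Test system: M3R-expressing HEK293 line, RGS4 induced by doxycycline; Schedule: overnight RGS4 induction, 30 min dye load 37 °C, 20 min compound RT; Detection: calcium dye Fluo4 fluorescence; Read-out: Agonist-evoked peak-minus-minimum fluorescence over baseline, integrated ratio, B score.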
# KCNQ1 act = potentiators or activators of KCNQ1 channel, primary screen, cell-based, thallium flux, high-throughput; Potassium voltage-gated channel subfamily KQT member 1 (Homo sapiens), P51787; CHO-K1 KCNQ1, thallium flux FluxOR fluorescence; active compounds read high; B-score at 10 µM; hit rate 0.35% among 310,000;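 active = fluorescence ratio B-score, a plate-corrected score, at least three library SD, with initial intensity B-score within 5 SD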
#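 Schedule – 37 °C overnight plating, 90-min dark dye load, 20-min compound pretreatment · System – stable KCNQ1 CHO-K1 line · Probe or stimulus – thallium- and potassium-containing depolarizing buffer · Measured by – kinetic FluxOR fluorescence, 10 s baseline plus 110 s post-stimulus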
# * = called active by the depositor; i = inactive; u = inconclusive; x = not tested or not shown. Only part of the results is shown; rates above refer to the full screens.
no.	mol	HDAC3 inh	KCNQ1 inh	GSK3B inh	GSK3 alpha inh	KCNK3 inh	KCNK9 inh	DYRK1A inh	PolyA inh	hERG rescue	RGS4 act	KCNQ1 act
1	CCOc1ccc2nc(NC(=O)CSc3nc4c(c(=O)n(C)c(=O)n4C)n3CC)sc2c1	0	i	1	-1	x	i	x	i	-12	i	i
2	Cc1nnc(N)nc1C	-2	i	2	-1	i	i	1	i	-6	i	i
3	Cc1cc(C)n(C(=O)CNC(=O)c2ccc(C(C)(C)C)cc2)n1	5	i	0	-1	i	i	0	i	-9	i	i
4	COc1ccc(-c2csc(N3CCOCC3)n2)cc1OC	-10	i	-29	1	i	i	5	i	-12	i	i
5	O=C(Nc1ccc(Cl)cc1)Nc1ccc(S(=O)(=O)Nc2ncccn2)cc1	5	i	3	-4	i	i	-1	i	-18	i	i
6	COC(=O)c1ccc(Cn2c(O)c(N=NC(N)=S)c3ccccc32)o1	39*	i	3	0	i	i	2	i	-10	i	i
7	O=C(Nc1nc(-c2cccnc2)cs1)c1ccccc1F	3	i	2	-11	i	i	x	i	-7	i	i
8	Cc1ccc2nc(SCC(=O)Nc3cccc4ccccc34)nc(=O)n2c1	1	i	-5	3	i	i	7	i	-14	i	i
9	Cc1ccc(OCCn2ccc(=O)[nH]c2=O)cc1C	-13	i	1	-2	i	i	2	i	-11	i	i
10	CCN(CC)CCN1C(=O)C(O)=C(C(=O)c2cc3ccccc3o2)C1c1cccnc1 (centres undefined)	4	i	-1	-1	i	i	-8	i	-2	i	i
11	C=CCNC(=S)N/N=C(\C)c1cc(OC)c(OC)c(OC)c1	6	i	2	2	i	i	3	i	-6	i	i
12	CC1CN(c2ccccc2)NC1=O (centres undefined)	2	i	x	0	i	i	x	i	-11	i	i
13	CCc1ccc(O)c(-c2cc(C(=O)Nc3cccnc3)[nH]n2)c1	3	i	-1	-1	i	i	21	i	-15	i	i
14	COc1cccc(N2CCN(C(=O)Nc3ccccc3Cl)CC2)c1	6	i	1	x	i	i	0	i	-10	i	i
15	CCOC(=O)N1CCN(C(=O)c2ccc(N3C(=O)CCC3=O)cc2)CC1	6	i	1	-3	i	i	-5	i	-3	i	i
16	O=C(c1ccco1)N1CCCC(N2CCN(c3ccccc3F)CC2)C1 (centres undefined)	x	i	-2	-4	i	i	5	i	-2	i	i
17	COC(=O)C1=C(C(=O)OC)[C@@H]2N(C)c3ccccc3[C@@]23C[C@@H](C(=O)OC)N(C(=O)c2cc(C)oc2C)C3=N1	-8	i	2	3	i	i	-1	i	-15	i	i
18	CCN(Cc1ccccc1)C(c1cccc(C#N)c1)c1nnnn1C(C)(C)C (centres undefined)	-7	i	-2	2	-9.2*	-14*	-1	i	-1	i	i
19	O=C(NNC(=O)C12CC3CC(CC(O)(C3)C1)C2)c1ccccc1O	-7	i	2	6	i	i	9	i	-2	i	i
20	COc1ccc2c(CC(=O)O)cc(=O)oc2c1	-19	i	5	-3	i	i	3	i	-5	i	i
21	CC1CC(C)CN(S(=O)(=O)N2CCCC(C(=O)NC(C)c3ccccc3)C2)C1 (centres undefined)	1	i	4	1	i	i	-6	i	-7	i	i
22	Cc1ccc(NC2(C#N)C(=O)Nc3ccccc32)cc1C (centres undefined)	-3	i	5	-2	i	i	0	i	-13	i	i
23	O=[N+]([O-])c1ccccc1-c1ccc(C(=S)N2CCN(c3ccccc3)CC2)o1	-1	i	0	-3	i	i	9	i	-6	i	i
24	O=C(Cn1cc([N+](=O)[O-])cn1)NCc1ccco1	-7	i	2	-3	i	i	-5	i	-15	i	i
25	Cc1cc(C(=O)COc2ccccc2Cl)c(C)n1-c1ccc2c(c1)OCO2	-7	i	9	-4	i	i	-1	i	-5	-7.5*	i
26	N#Cc1ccc(-c2csc(NNC(=O)c3ccc(Br)cc3)n2)cc1	-2	i	-3	-1	i	i	3	i	-4	i	i
27	CCN1C(=NCCCCO)N[C@@H](c2cccc(F)c2)C(C(=O)OC)=C1C	-2	i	1	-1	i	i	-9	i	-8	i	i
28	c1c2c(cc3sc(N4CCCCC4)nc13)OCCO2	x	i	-12	x	i	i	27	i	-7	i	i
29	O=C(O)/C=C/C(=O)Nc1ccc(Oc2ccccc2)cc1	2	i	0	-2	i	i	x	i	-8	i	i
30	COC(=O)c1ccc(-n2c(CCC(=O)O)ccc2-c2ccccc2)cc1	-4	i	-1	-8	i	i	7	i	0	i	i
31	CCN(CC)c1ccc(C(=O)NNC(=O)CCl)cc1	12	i	1	-1	i	i	4	i	0	i	i
32	CC(C)(C)NC(=O)c1c(F)c(F)c(F)c(F)c1F	-14	i	2	-4	i	i	-8	i	-9	i	i
33	Cc1ccc(S(=O)(=O)NN2C(=O)c3ccccc3NC2c2ccccc2F)cc1 (centres undefined)	-4	i	1	-3	i	i	-5	i	-8	i	i
34	COc1ccc(N(C(=O)c2snc(C(N)=O)c2N)C(C(=O)NC2CCCC2)c2cc(OC)ccc2OC)cc1 (centres undefined)	-9	i	4	-3	i	i	6	i	-7	i	i
35	CCCSc1nnc(NC(=O)Cc2ccc(OC)c(OC)c2)s1	4	i	2	-1	i	i	x	i	-4	i	i
36	COc1cc(NC(=O)c2cc3ccccc3o2)ccc1NC(=O)c1ccco1	-10	i	-4	0	i	i	-5	i	-8	i	i
37	Cc1ccc(CSc2nnc(-c3cnccn3)n2C)cc1	0	i	1	1	i	i	x	i	-9	i	i
38	Cc1nnc(N(Cc2ccco2)C(=O)c2ccc(C#N)cc2)s1	-1	i	1	-4	i	i	2	i	-7	i	i
39	COc1ccc(C2=NN(C(=O)CSc3nc(=O)n4cccc(C)c4n3)C(c3ccc(C)cc3)C2)cc1 (centres undefined)	1	i	-1	-2	i	i	-4	i	-10	i	i
40	COc1ccc(C(=O)N/N=C(/C)c2cccc(NC(=O)c3ccccc3F)c2)cc1	-4	i	4	-3	i	i	2	i	-11	i	i
41	Cc1ccc(C(=O)Nc2nc(COc3ccccc3)cs2)s1	5	i	0	1	i	i	4	i	-8	i	i
42	Cc1ccc(N=c2c([N+](=O)[O-])nn(-c3ccc(Cl)cc3)n2O)cc1C	8	i	2	-4	i	i	-5	i	-11	i	i
43	Cc1cc(C)nc(N/N=C/c2cn[nH]c2-c2ccccc2)n1	-3	i	-1	2	i	i	x	i	-12	i	i
44	CN(C)CCCN(C(=O)COc1ccc(Cl)cc1)c1nc2cc3c(cc2s1)OCCO3	11	i	-2	-1	i	i	8	i	-24	i	i
45	Clc1ccc(OCCCCN2CCCCC2)cc1	-8	i	2	-1	i	i	-2	i	-5	-7.1*	i
46	Cc1nc(C)c(C(=O)N2CCCC(CCC(=O)NCc3ccc(F)c(F)c3)C2)s1 (centres undefined)	5	i	2	0	i	i	-7	i	-3	i	i
47	CCCCN(CC)C(=O)c1ccc(Cl)c(Cl)c1	3	i	-3	-1	i	i	-6	i	-16	i	i
48	O=C(Nc1nccs1)c1cc2c(s1)CCCCC2	-6	i	-2	4	i	i	9	i	-11	i	i
49	COc1cc(C2CC(=O)N(CC(=O)NCc3ccco3)c3ccccc3S2)cc(OC)c1OC (centres undefined)	0	i	-3	x	i	i	4	i	-12	i	i
50	COc1cccc(-n2c(N)c(C(=O)Nc3c(C)n(C)n(-c4ccccc4)c3=O)c3nc4ccccc4nc32)c1	-5	i	-5	-2	i	i	7	i	-5	i	i
51	CC1CCc2nc(NC(=O)CN3CCN(Cc4ccc5c(c4)OCO5)CC3)sc2C1 (centres undefined)	8	i	1	-2	i	i	55*	i	-20	i	i
52	COc1ccc(CCNC(=O)CCNC(=O)N2CC(=O)Nc3ccccc32)cc1OC	1	i	2	-1	i	i	4	i	-6	i	i
53	CC(=O)C1=C(C)OC(N)=C(C#N)C1c1cccnc1 (centres undefined)	-1	i	-1	-4	i	i	1	i	-2	i	i
54	Cc1cccc(C)c1NC(=S)N(CCN(C)C)C(C)c1ccccn1 (centres undefined)	3	i	1	-2	i	i	x	i	-14	i	i
55	CN(C)S(=O)(=O)c1ccc(N2CCCC2=O)c([N+](=O)[O-])c1	-4	i	3	0	i	i	2	i	-4	i	i
56	O=C(NCCO)c1cc2cc(Cl)cc(Cl)c2oc1=O	-1	i	2	-1	i	i	25	i	-6	i	i
57	CC1(c2nnc(-c3cccc(Cl)c3)o2)CC(c2cccnc2)=NO1 (centres undefined)	u	i	0	-2	i	i	2	i	-8	i	i
58	Cn1c(=O)c(=O)n(C)c2cc(S(=O)(=O)N3CCN(c4cccc(C(F)(F)F)c4)CC3)ccc21	-9	i	-2	-1	i	i	15	i	-7	i	i
59	O=C1CC(NCc2ccco2)C(=O)N1CCc1ccccc1 (centres undefined)	-2	i	1	-1	i	i	-1	i	-14	i	i
60	O=Cc1c(N2CCSCC2)nc2ccccn2c1=O	6	i	3	2	i	i	-3	i	-6	i	i
61	CCOC(=O)c1cnn(-c2nc(-c3ccc(C)cc3)cs2)c1C(F)(F)F	4	i	1	-2	i	i	2	i	-14	i	i
62	Cc1ccc(C(=O)NC2CCSC2=O)cc1 (centres undefined)	-3	i	1	1	i	i	1	i	-1	i	i

# Screening results from PubChem BioAssay.
